ARNT-TACC3 inh: disruptors of human ARNT/TACC3 interaction; 0.66% of 390,000 active; AlphaScreen His-ARNT PAS-B/GST-TACC3 binding, luminescence; TACC3 fragment carries E629A point mutation; inhibition, % at 9.99 µM;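 active = mean inhibition of replicates at least 50% and at least half of replicates each reaching 50%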;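 note: 0% = complete ARNT plus TACC3 wells and 100% = ARNT alone without TACC3; many hits fall short of the cut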
* hit, by the source's call.

SMILES | ARNT-TACC3 inh
Cc1ccc(-c2csc3ncnc(N4CCN(C(=O)c5ccccc5)CC4)c23)cc1 | -2
COC(=O)c1ccccc1NC(=O)C1CCN(C(=O)c2cc(OC)cc(OC)c2)CC1 | 2
Cc1oc(-c2ccccc2F)nc1CN1CCC(C(=O)NC2CCCCCCC2)CC1 | 0
Cc1ccc(OCc2nnc(SCC(=O)N3CCc4ccccc43)n2C)cc1 | 5
Cc1nnc(SCC(=O)Nc2ncc(Cl)cc2Cl)n1Cc1ccccc1 | 3
O=C(Nc1c(Cl)cccc1Cl)c1cc(=O)n(Cc2ccccc2)c(=O)[nH]1 | -3
O=C(N/C(=N\O)c1ccccc1)Nc1ccc(Cl)cc1 | -2
CCOc1ccc(CCNS(=O)(=O)c2cnc[nH]2)cc1OCC | -4
Cc1sc(NC(=O)c2ccco2)c(CN2CCC(C)CC2)c1C | -3
O=C(CCn1c(=O)oc2ccccc21)N1CCN(c2ccccc2F)CC1 | 1
OC(COc1c(Cl)cc(Cl)cc1Cl)CN1CCCCC1 (stereo unspecified) | -4
CCSc1nnc2c3cc(CC)ccc3n(C)c2n1 | 37
COC(=O)C(C(=O)Nc1ncccn1)C1CCCCCC1 (stereo unspecified) | -4
O=C(Nc1ccccc1C(=O)N1CCOCC1)c1ccco1 | 15
Cc1cc(NC(=O)CCCC(=O)O)nc(C)n1 | 3
COc1cc(NS(=O)(=O)c2ccc(N/C=C(\C#N)c3nc4ccccc4o3)cc2)nc(OC)n1 | -2
O=S(=O)(c1cccs1)N1CN(Cc2ccc(F)cc2)c2nc3ccccc3nc21 | -11
O=C1[C@H]2[C@@H](C(=O)N1c1cc(Cl)cc(Cl)c1)[C@]1(C(=O)Nc3ccccc31)N1CCC[C@@H]21 | 5
CCOC(=O)c1c(NCc2ccc3c(c2)OCO3)c2ccccc2[nH]c1=O | -3
O=C(NCc1ccco1)Nc1ccc2snnc2c1 | -6
Cc1ccccc1NC(=O)C1CCN(c2cc(-c3ccccc3)nc3ncnn23)CC1 | -1
CCOc1ccccc1N1CC(C(=O)N2CCc3ccccc3C2)CC1=O (stereo unspecified) | -7
COc1ccc(CN=CC2=C(O)CC(C)(C)CC2=O)cc1 | -4
O=C(O)CN=C(NS(=O)(=O)c1ccccc1)c1ccccc1 | 2
O=C(NCC1COc2ccccc2O1)c1ccccc1 (stereo unspecified) | 4
CCOc1cc(N2CCOCC2)c(OCC)cc1NC(=O)COC(=O)[C@H](Cc1c[nH]c2ccccc12)NC(C)=O | 5
CCOC(=O)c1[nH]cnc1C(=O)Nc1ccncc1 | 13
Cc1cc(C)c(S(=O)(=O)N(C)CC(=O)NC2CCCC2)c(C)c1 | -2
C/C(=N/OCC(=O)Nc1ccc(C)cc1C)c1cccs1 | 2
COC(=O)c1cc(S(=O)(=O)N2CCCCCC2)c[nH]1 | -3
COc1ccccc1-n1c(C)nnc1SCC(=O)NCc1ccccc1 | -10
COC(=O)C1=C(C)N(CCc2ccc(OC)cc2)C(=O)C1 | 2
Cc1ccc(C(=O)NCc2ccco2)cc1S(=O)(=O)Nc1cccc(C)c1C | -14
COC(=O)c1ccccc1N1C(=O)[C@@H]2C(c3ccc(F)cc3)=NO[C@@H]2C1=O | 1
COc1cccc2cc(C(C)N(CCCN3CCOCC3)C(=O)Nc3ccc(Cl)cc3)oc12 (stereo unspecified) | 8
O=C(NNC(=O)c1cc(OCC(F)(F)F)ccc1OCC(F)(F)F)c1cccc(C(F)(F)F)c1 | 0
c1ccc(Sc2cnc3ccccc3n2)cc1 | -9
N#CCCSc1nc(N2CCOCC2)c2c(c1C#N)CCCC2 | 0
Cc1noc(C)c1CN1C(=O)NC(Cc2ccccc2)(Cc2ccccc2)C1=O | -1
CC1CCCN(CCC(=O)Nc2ccc(Br)cc2)C1 (stereo unspecified) | -8
COc1cccc(NC(=O)CN(C)C(=O)c2cccnc2Nc2cccc(C(F)(F)F)c2)c1 | 4
Cc1cc(Cl)c(OCCCNCc2ccccc2)c(Br)c1 | 1
O=c1oc(-c2ccco2)nc2ccccc12 | 21
CCOC(=O)Cn1c(CN(Cc2ccccc2)Cc2ccccc2)nc2c1c(=O)n(C)c(=O)n2C | 4
c1ccc(Cn2nnnc2C(c2cccnc2)N2CCN(c3ccccc3)CC2)cc1 (stereo unspecified) | 1
C#CCNc1nc(C)nc2c1nnn2Cc1ccccc1F | 4
COCCCNC(=O)C[C@H]1C[C@H](C(=O)N2CCCCC2)[C@@]2(CCc3ccccc3)c3[nH]c4cc(CCC(=O)N(C)C)ccc4c3CCN2C1=O | 3
Cc1ccc2[nH]c(=O)c(CN(Cc3nnnn3Cc3ccccc3)C3CCCC3)cc2c1 | 2
COC(=O)c1cc(NCc2ccc3c(c2)OCO3)ccc1N1CCOCC1 | 24
Cc1c(C)n(CC(O)CN2CCCCCC2)c2ccccc12 (stereo unspecified) | -6

Next section.
SMILES | ARNT-TACC3 inh
O=C(COC(=O)Cc1ccsc1)NCC1CCCCC1 | -5
Cc1ccc2[nH]c3c(=O)n(Cc4ccncc4)cnc3c2c1 | -3
Cc1cc(C)c2c(-n3cccc3)nn(C)c2n1 | 0
CCCc1nc(C)c(-c2ccc(OC)c(OC)c2)c(=O)[nH]1 | 6
CC1CN(c2nc3c(c(=O)[nH]c(=O)n3C)n2Cc2ccccc2F)CC(C)O1 (stereo unspecified) | -5
CCCCNC(=O)OCCNC(=O)NC | -8
O=C(Nc1ccccc1N(C(=O)c1ccco1)S(=O)(=O)c1cccs1)c1ccco1 | -7
O=C(Nc1ccccc1N1CCOCC1)c1ccccc1NS(=O)(=O)c1ccc(F)c(F)c1 | 0
CN(C1CCCCC1)S(=O)(=O)c1ccc(NC(=O)C2CCCCC2)cc1 | -6
O=C(CSc1nc2ccccc2n1CCc1ccccc1)NC1CCS(=O)(=O)C1 (stereo unspecified) | -4
CCN(CCNC(=O)C1CCN(Cc2nc(-c3cccc(Cl)c3)oc2C)CC1)c1ccccc1 | 23
Cc1ccc(C(=O)O)cc1S(=O)(=O)N1CCC(C(=O)O)CC1 | 2
Cc1ccc(-c2noc(CSc3nnc(-c4ccccc4)n3C)n2)cc1 | -6
COC(=O)c1cc(O)c(OCc2ccccc2)c(O)c1 | -3
O=C(C1COc2ccccc2O1)N1CCN(Cc2ccc3c(c2)OCO3)CC1 (stereo unspecified) | 3
Clc1ccc2[nH]c3c(c2c1)CCc1cn[nH]c1-3 | -2
COc1ccc(-c2cnc(SCC(=O)Nc3nc(C(C)(C)C)cs3)n2Cc2ccco2)cc1 | 7
O=c1[nH]cnc2nc3n(c12)CCCCC3 | -4
COc1ccc(NC(=O)CCNC(=O)Cn2ccc3ccccc3c2=O)c(OC)c1 | -4
O=C(NCc1ccco1)c1cccc(N2CCCC2=O)c1 | -2

Part of the list above in order of molar mass, highest first.
SMILES | ARNT-TACC3 inh
COc1ccc(-c2cnc(SCC(=O)Nc3nc(C(C)(C)C)cs3)n2Cc2ccco2)cc1 | 7
CCN(CCNC(=O)C1CCN(Cc2nc(-c3cccc(Cl)c3)oc2C)CC1)c1ccccc1 | 23
O=C(Nc1ccccc1N(C(=O)c1ccco1)S(=O)(=O)c1cccs1)c1ccco1 | -7
Cc1ccc2[nH]c(=O)c(CN(Cc3nnnn3Cc3ccccc3)C3CCCC3)cc2c1 | 2
c1ccc(Cn2nnnc2C(c2cccnc2)N2CCN(c3ccccc3)CC2)cc1 (stereo unspecified) | 1
COc1ccc(NC(=O)CCNC(=O)Cn2ccc3ccccc3c2=O)c(OC)c1 | -4
CC1CN(c2nc3c(c(=O)[nH]c(=O)n3C)n2Cc2ccccc2F)CC(C)O1 (stereo unspecified) | -5
O=C(C1COc2ccccc2O1)N1CCN(Cc2ccc3c(c2)OCO3)CC1 (stereo unspecified) | 3
CN(C1CCCCC1)S(=O)(=O)c1ccc(NC(=O)C2CCCCC2)cc1 | -6
COC(=O)c1cc(NCc2ccc3c(c2)OCO3)ccc1N1CCOCC1 | 24
Cc1ccc(-c2noc(CSc3nnc(-c4ccccc4)n3C)n2)cc1 | -6
Cc1ccc(C(=O)O)cc1S(=O)(=O)N1CCC(C(=O)O)CC1 | 2
Cc1c(C)n(CC(O)CN2CCCCCC2)c2ccccc12 (stereo unspecified) | -6
C#CCNc1nc(C)nc2c1nnn2Cc1ccccc1F | 4
O=C(COC(=O)Cc1ccsc1)NCC1CCCCC1 | -5
Cc1ccc2[nH]c3c(=O)n(Cc4ccncc4)cnc3c2c1 | -3
CCCc1nc(C)c(-c2ccc(OC)c(OC)c2)c(=O)[nH]1 | 6
O=C(NCc1ccco1)c1cccc(N2CCCC2=O)c1 | -2
COC(=O)c1cc(O)c(OCc2ccccc2)c(O)c1 | -3
Clc1ccc2[nH]c3c(c2c1)CCc1cn[nH]c1-3 | -2
Cc1cc(C)c2c(-n3cccc3)nn(C)c2n1 | 0
CCCCNC(=O)OCCNC(=O)NC | -8
O=c1[nH]cnc2nc3n(c12)CCCCC3 | -4

Following part
SMILES | ARNT-TACC3 inh
O=C(Cn1c(N2CCN(c3ccccc3)CC2)nc2ccccc21)c1ccccc1 | -7
Cn1c(SCC(=O)N2CCOCC2)nnc1-c1cccc(NC(=O)c2ccccc2)c1 | -3
O=C(NCc1ccc2c(c1)OCO2)c1cccs1 | -1
CC(C)(C)C(=O)[C@@H]1[C@@H]2C(=O)N(c3ccc4c(c3)OCCO4)C(=O)[C@@H]2C2c3ccccc3C=CN21 (stereo partly specified) | 25
Cc1ccc2nc(SCC(=O)Nc3cc(C(F)(F)F)ccc3N3CCOCC3)[nH]c2c1 | -4
O=C(CN1CCN(CC(=O)Nc2ccccn2)CC1)Nc1ccccn1 | -1
O=C(NNC(=O)c1ccccc1-n1cccc1)c1ccc(Cl)cc1 | 0
CCCCCCCCOC(=O)C(NC(=O)CCC(=O)Nc1ccc(S(N)(=O)=O)cc1)C(O)c1ccccc1 (stereo unspecified) | -3
CCOCCCN(C(=O)c1ccco1)C(C(=O)NC1CCCC1)c1cccc(OC)c1OC (stereo unspecified) | -8
COc1ccc(S(=O)(=O)N(C)CC(=O)Nc2ccccc2OC)cc1 | -30
COC(=O)c1sccc1NC(=O)CSc1nnnn1-c1ccccc1C | -2
C=CCN1C(=O)/C(=C2/Sc3ccccc3N2C)SC1=Nc1c(C)n[nH]c1C | 3
Cc1c(C#N)c2ncnc(-c3ccccc3)c2n1-c1ccccc1 | 15
CC(C(=O)O)n1nc2ccccc2n1 (stereo unspecified) | -33
Cc1ccc(N(C)C(=O)N2CCN(S(=O)(=O)c3c(C)cc(C)cc3C)CC2)cc1 | 1
O=C(CSc1nc2ccccc2o1)NC(=O)NCc1ccccc1 | -7
CCCS(=O)(=O)N1CCCC(C(=O)N2CCN(C(=O)OCC)CC2)C1 (stereo unspecified) | 15
COc1cc2nc(C3CCC3)n(NC(=O)C(OC(C)=O)c3ccccc3)c(=O)c2cc1OC (stereo unspecified) | -4
O=C(NC1CCCC1)C1CC(c2ccc(F)cc2)=NO1 (stereo unspecified) | 0
COc1ccc(-c2cc(C(=O)OCC(=O)N3CCCC3)c3ccccc3n2)cc1 | -3
O=C(CCN1C(=O)C2C3C=CC(C3)C2C1=O)N1CCN(c2ccc(F)cc2)CC1 (stereo unspecified) | 0
O=C(c1ccc(S(=O)(=O)Nc2ccc(F)cc2)cc1)N1CCN(C(=O)c2ccco2)CC1 | -13
CCn1c(SCC(=O)Nc2cccc(OC)c2)nnc1-c1ccc(Cl)cc1 | 8
CCC(CC)C(=O)Nc1cc(C(=O)NCCc2ccccc2)ccc1Cl | -3
COc1ccc(Nc2ncc(C(=O)O)c3ccccc23)cc1 | -1
NC(Cc1ccc2nonc2c1)C(=O)O (stereo unspecified) | -7
CCCn1c(N)c(N(C)C)c(=O)n(CC(=O)Nc2ccc(OC(F)(F)F)cc2)c1=O | 1
CCCn1nnnc1SCC(=O)N1CCCC1 | -3
CCOc1ccccc1C1NC(=O)NC(C)=C1C(=O)OC1CCCC1C (stereo unspecified) | -2
Cc1ccc2cc(CN(CCN3CCOCC3)C(=O)NCc3ccccc3)c(=O)[nH]c2c1C | 20
COc1ccc(NC(=O)CSc2nnc(-c3cccs3)n2C)cc1OC | 0
CCCCn1c(=O)[nH]c(=O)c2c1nc(-c1ccc(-c3ccccc3Br)o1)n2CC | 7
CCOC(=O)c1c(NC(=S)Nc2ccc(F)cc2)sc2c1CCC2 | 1
CN(C)c1ccc(C2NCCS2)cc1 (stereo unspecified) | 22
COC(=O)c1sccc1NC(=S)N1CCCCC1 | 0
CCCCc1cc(=O)oc2c(CN(CC)CC)c(O)c(Cl)cc12 | -6
c1ccc(-c2nnc(SCc3nc4ccccc4[nH]3)n2Cc2ccco2)nc1 | 61*
CC1(C)NC(=O)N(CCOCCOc2cccc(Oc3ccccc3)c2)C1=O | 7
CCCOc1ccc(C(=O)CCC(=O)OCC(=O)N2CC(=O)Nc3ccccc32)cc1 | -4
COc1ccc(-c2oc3ccccc3c(=O)c2OC(=O)c2ccc(C)cc2)cc1 | 18
COC(=O)c1ccc(CN(C)S(=O)(=O)c2ccc(C)cc2)o1 | -7
CC1CCOC2(O1)C(=O)N(CN1CCN(c3cccc(Cl)c3)CC1)c1ccccc12 (stereo unspecified) | 1
Fc1ccc(N2CCN(c3ccc4c(C(F)(F)F)cc(C(F)(F)F)nc4n3)CC2)cc1 | 1
COc1ccc(S(=O)(=O)N(C)CC(=O)Nc2ccc3c(c2)OCO3)cc1OC | -3
CC(C)c1ccc2oc(-c3cc(N)ccc3O)nc2c1 | -2
CC(C)Oc1ccc(N2CC(C(=O)OCC(=O)NCc3ccccc3)CC2=O)cc1 (stereo unspecified) | 2
CCCS(=O)(=O)N1CCC(C(=O)N2CCN(C(=O)OCC)CC2)CC1 | -2
O=S(=O)(NCCSc1ccccc1)c1cccs1 | -8
O=C1C2C3c4ccccc4C(c4ccccc43)C2C(=O)N1Cc1ccco1 (stereo unspecified) | 3
CC1=CC(C)(C)N2C(=O)C3(SCC(=O)N3c3ccc(F)cc3)c3cc(C)cc1c32 (stereo unspecified) | -17
COc1ccc(-n2nnc3c(SCC(=O)NCc4ccco4)ncnc32)cc1 | 16
Cc1ccc(C(=O)Nc2c(C)n(C)n(-c3ccccc3)c2=O)cc1S(=O)(=O)N1CCOCC1 | -8

Not all compounds are listed; rates above refer to the full screens.
